Scp1 inh: Scp-1 phosphatase inhibitors, primary screen, biochemical, colorimetric, uHTS. Recombinant Scp1, phosphopeptide, malachite green phosphate absorbance. inhibition, % at 20 µM. 340,000 tested, 0.88% active;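 active = inhibition above about 50% at 20 µM, limit read from the data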;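 note: plate controls were DMSO wells with enzyme for no effect and wells lacking enzyme for full effect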
Target sequence (Q9GZU7 76-261 limits assumed): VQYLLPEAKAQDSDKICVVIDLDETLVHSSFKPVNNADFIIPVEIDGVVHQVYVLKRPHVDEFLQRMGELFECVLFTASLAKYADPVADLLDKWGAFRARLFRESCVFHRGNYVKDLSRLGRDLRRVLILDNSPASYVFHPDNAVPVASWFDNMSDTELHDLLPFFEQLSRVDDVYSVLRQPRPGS
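System: truncated SCP-1 phosphatase (76-261aa); medium: Tris acetate buffer pH 5.5 with MgCl2 and Tween-20; incubation: 45 min room-temperature reaction, 5 min colour, 30 min stabiliser; compound: single 20 µM dose, 1% DMSO; reagent: Phosphorylated 17-residue peptide substrate; read-out: % inhibition at 20 µM; technique: colorimetric free-phosphate detection, absorbance 630 nm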
MsrA inh: bovine MsrA enzyme inhibitors, primary screen, biochemical, absorbance, HTS | Methionine sulfoxide reductase A (Bos taurus) | purified bovine MsrA, absorbance read-out | inhibition, % at 15.5 µM | 360,000 tested, 0.75% active | AID 651718, 2012; in the data active = inhibition above about 4.5%;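 note: 0% = vehicle wells with enzyme and 100% = reference inhibitor wells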
Starred values were filed as active, the others as inactive; · = no result given. These rows are one share of the data, so the mix of outcomes need not match the whole.

SMILES,Scp1 inh,MsrA inh
COc1ccc(C2NCc3ccc4c(c3-n3cccc32)OCO4)cc1O (stereo not drawn),-7.6,·
C[C@@H]1C2C[C@@]34COC(=O)C3=CC=C[C@H]4[C@@]13C[C@H](c1ccoc1)O[C@@H]3O2,-0.5,·
CCN1CCN(Cc2cc(C(C)(C)C)c(O)c(C(C)(C)C)c2)CC1,·,0.6
O=C(NCCN1CCC2(CC1)C(=O)NCN2c1ccccc1)c1cccnc1Cl,·,-0.7
C=CCc1ccc2c(c1)OCO2,·,0.8
O=C(NC1CCCCC1)N1Cc2ccc(Br)cc2-n2nncc2C1,·,0.3
CC[C@]12CCN(CC3(O)CC3)[C@H](Cc3ccc(O)cc31)C2(C)C,·,-1.2
CCC12CCN(CC3(O)CC3)C(Cc3ccc(O)cc31)C2(C)C (stereo not drawn),·,-0.8

A second format for part of the listing above:
structure: COc1ccc(C2NCc3ccc4c(c3-n3cccc32)OCO4)cc1O (stereo not drawn)
- Scp1 inh: -7.6
- MsrA inh: ·
structure: C[C@@H]1C2C[C@@]34COC(=O)C3=CC=C[C@H]4[C@@]13C[C@H](c1ccoc1)O[C@@H]3O2
- Scp1 inh: -0.5
- MsrA inh: ·
structure: CCN1CCN(Cc2cc(C(C)(C)C)c(O)c(C(C)(C)C)c2)CC1
- Scp1 inh: ·
- MsrA inh: 0.6
structure: O=C(NCCN1CCC2(CC1)C(=O)NCN2c1ccccc1)c1cccnc1Cl
- Scp1 inh: ·
- MsrA inh: -0.7

Some of the entries so far, with each value named.
CCN1CCN(Cc2cc(C(C)(C)C)c(O)c(C(C)(C)C)c2)CC1
  Scp1 inh: ·
  MsrA inh: 0.6

O=C(NCCN1CCC2(CC1)C(=O)NCN2c1ccccc1)c1cccnc1Cl
  Scp1 inh: ·
  MsrA inh: -0.7

C=CCc1ccc2c(c1)OCO2
  Scp1 inh: ·
  MsrA inh: 0.8

O=C(NC1CCCCC1)N1Cc2ccc(Br)cc2-n2nncc2C1
  Scp1 inh: ·
  MsrA inh: 0.3

Continued:
SMILES,Scp1 inh,MsrA inh
Cc1cc(N2CCNC[C@H]2C)ccc1N1CC[C@@H](O)C1,·,0.6
C=CC1C[N+]2(C)CCC1CC2C(O)c1ccnc2ccccc12 (stereo not drawn),·,-0.8
O=C(NCCN1CCC2(CC1)C(=O)NCN2c1ccccc1)c1ccc(OC(F)(F)F)cc1,·,-0.4
C[C@@H]1CNCCN1c1ccc(N2CC[C@H](O)C2)c(C#N)c1,·,-0.2
COc1ccc(OC(=O)N(C)C[C@H]2OCc3cnnn3CCCC(=O)N([C@@H](C)CO)C[C@@H]2C)cc1,·,0.3
O=C(NCCN1CCC2(CC1)C(=O)NCN2c1ccccc1)c1ccc(Cl)cc1,·,-0.6
C[C@@H]1CNCCN1c1ccc(N2CC[C@@H](O)C2)c(C#N)c1,·,0.2
Cc1ccc(-n2c(/C=C/c3ccc4c(c3)OCO4)nc3ccccc3c2=O)cc1,·,1.4
COCCCn1c(N)c(C(=O)NCc2ccco2)c2nc3ccccc3nc21,-3.6,0.2
Nc1c(Br)cc2c3c(cccc13)-c1ccccc1-2,-2.7,0.1
Cc1sc(-n2c(C)cc(C=C3C(=O)NC(=O)NC3=O)c2C)c(C#N)c1C,-0.8,-0.5
O=C(c1ccc2c(c1)ncn2C1CCCCC1)N1CCC2(CC1)OCCO2,-6.9,-0.8
N/C(=N\[N+](=O)[O-])N1CCN(C(=O)c2ccccc2)CC1,-4.5,-0.3
O=C1NC(=O)C2(Cc3ccccc3N3CCCC32)C(=O)N1c1ccc(Cl)cc1 (stereo not drawn),-10.3,-0.2
c1ccc2nc(OCCN3CC3)ccc2c1,-9.8,1.1
COC(=O)Cn1cc(C=C2C(=O)N(C)C(=O)N(C)C2=O)c2ccccc21,-4.7,-0.8
